# Source: PubChem BioAssay (several laboratories)
# CAL PDZ FP-1: untagged CAL PDZ binding inhibitors, primary screen, biochemical, fluorescence polarization, HTS | 0.92% of 300,000 active | inhibition, % at 24.9 µM | purified CAL PDZ, TMR-peptide fluorescence polarization, 1 h | AID 602252, 2012;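 active means mean inhibition of at least 30% with at least half of replicates also reaching 30%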;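 further: 0% = DMSO neutral control and 100% = excess unlabeled competitor peptide PRC23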
# CAL PDZ FP-2: CAL PDZ peptide-binding inhibitors, primary screen, biochemical, fluorescence polarization, Cer-tagged CAL PDZ, HTS; purified CAL PDZ, TMR-peptide fluorescence polarization, 1 h; inhibition, % at 20 µM; 0.02% of 330,000 active; AID 504414, 2011;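 active means highest replicate inhibition of at least 40%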;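 further: plate controls were DMSO neutral control wells for no effect and unlabeled competitor peptide control wells for full effect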
#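 Control set: unlabelled peptide and DMSO controls / Material: purified CerCALP PDZ construct / Timing: 1 h incubation at room temperature before polarization reading / Doses: 20 µM, one dose / Detection: fluorescence polarization (mP)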
# RTF Ca sens act: cardiac RTF calcium sensitivity activators, primary screen, biochemical, IANBD-TnC fluorescence, EC20 calcium | IANBD-labeled TnC RTF fluorescence at EC20 calcium; 0% EC20 calcium, 100% full calcium | 0.24% of 340,000 active | activation, % at 7.2 µM | Troponin I, cardiac muscle (Homo sapiens) + Troponin T, cardiac muscle (Homo sapiens) + … | AID 493008, 2010;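 active means activation above the mean over all tested compounds plus 3 SD, cut at about 30% in these data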;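 further: rise in fluorescence read as greater calcium sensitivity of cardiac thin filaments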
# MITF act: activators of MITF-driven TRPM1 promoter reporter, primary screen, cell-based, SK-MEL-5, luciferase, single point; 0.75% of 300,000 active; activation, % at 12.5 µM; SK-MEL-5 TRPM1-promoter luciferase, 24 h; % of positive control, neutral wells = 0; AID 588334, 2011;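 active means mean activation of at least 80% with every replicate also reaching 80%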;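 further: 0% = neutral control wells and 100% = parthenolide positive control wells; values of inactives mirror those of a sister screen read the other way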
# Tat transport: E. coli Tat export inhibitors, primary screen, MC4100, TorA-mCherry reporter, fluorescence, single point. inhibition, % at 10 µM. 0.036% of 340,000 active;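 active means mean replicate inhibition at least 50% and at least half of replicates individually reaching 50%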;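 further: exported cargo escapes ClpAP degradation while cytoplasmic cargo is degraded and loses fluorescence; 0% = median of neutral control wells and 100% = median of NaSCN control wells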
# Wnt bcat act: Wnt/beta-catenin pathway activators, primary screen, cell-based, plate reader, single point; AID 743398, 2014; Wnt/beta-catenin reporter cell assay, activator; 1.2% of 300,000 active; activation, % at 9.35 µM; in the data active means activation above about 30%, passing the limit was not always enough;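 further: 0% = neutral control wells and 100% = positive control wells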
# V-ATPase pHluor: regulators of yeast V-ATPase proton pumping, primary screen, pHLuorin cytosolic pH fluorescence. S. cerevisiae. response, % at 10 µM. 0.37% of 350,000 active; in the data active means response mostly above about 7.3%, no sharp cut-off; inactive means mostly below about 5.4%; further: actives read high; inactives centre near 0; some compounds called inactive have numbers as strong as hits
# dFosB act: activators of delta FosB homodimer, primary screen, biochemical, fluorescence polarization, TAMRA-CDK5 oligo, single point; activation, % at 25 µM; purified delta FosB; percent of positive-control signal above neutral wells; 0.99% of 340,000 active; AID 493131, 2011; Protein FosB (Mus musculus), P13346;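 active means mean activation above about 17%, with every replicate also reaching it, limit read from the data, passing the limit was not always enough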;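 further: fluorescence polarization rise as delta FosB binds a TAMRA Cdk5 AP-1 oligo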
# Target sequence (P13346 whole entry, looked up): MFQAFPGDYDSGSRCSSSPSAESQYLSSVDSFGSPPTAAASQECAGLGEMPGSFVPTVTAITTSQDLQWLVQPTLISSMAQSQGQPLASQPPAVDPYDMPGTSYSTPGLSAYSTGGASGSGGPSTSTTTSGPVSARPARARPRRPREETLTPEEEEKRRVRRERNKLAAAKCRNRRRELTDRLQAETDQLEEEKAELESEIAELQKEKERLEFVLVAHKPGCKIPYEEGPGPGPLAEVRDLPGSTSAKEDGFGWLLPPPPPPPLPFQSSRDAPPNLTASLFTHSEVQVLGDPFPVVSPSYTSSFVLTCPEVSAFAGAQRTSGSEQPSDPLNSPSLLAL
# Rtt109 Vps75: inhibitors of C. albicans Rtt109/Vps75 HAT, primary screen, biochemical, ThioGlo CoA-SH fluorescence, plate reader. Histone acetyltransferase RTT109 (Candida albicans (strain SC5314 / ATCC MYA-2876)), …. purified Rtt109/Vps75, 4 h. inhibition, % at 34.9 µM. 0.16% of 330,000 active. AID 540336, 2011;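 active means inhibition of at least 50% in every replicate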
# Target sequence (Q5AAJ8 whole entry, looked up): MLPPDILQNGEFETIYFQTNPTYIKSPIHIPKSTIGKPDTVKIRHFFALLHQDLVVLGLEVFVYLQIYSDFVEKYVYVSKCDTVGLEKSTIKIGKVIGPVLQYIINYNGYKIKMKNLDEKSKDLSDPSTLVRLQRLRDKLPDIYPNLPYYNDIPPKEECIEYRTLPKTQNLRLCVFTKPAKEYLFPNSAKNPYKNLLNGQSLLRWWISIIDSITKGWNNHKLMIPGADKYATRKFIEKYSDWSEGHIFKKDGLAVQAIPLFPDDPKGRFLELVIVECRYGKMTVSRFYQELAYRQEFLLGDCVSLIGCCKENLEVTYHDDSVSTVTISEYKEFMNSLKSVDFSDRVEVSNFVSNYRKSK
# CDK5 inh: inhibitors of human CDK5/p35 kinase, primary screen, biochemical, single concentration. AID 488839, 2010. Recombinant CDK5/p35, ADP-Glo luminescence, 60 min. inhibition, % at 10 µM. 0.01% of 330,000 active. Cyclin-dependent kinase 5 (Homo sapiens) + Cyclin-dependent kinase 5 activator 1 (Homo …;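 active means highest replicate inhibition of at least 50% and at least 75% of replicates reaching 50%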;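 further: plate controls were DMSO neutral control for no effect and GW8510 at 10 µM for full effect; many of its hits are not listed in these tables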
# An asterisk follows results filed as active; . = not tested or not shown.
CAL PDZ FP-1	CAL PDZ FP-2	RTF Ca sens act	MITF act	SMILES	Tat transport	Wnt bcat act	V-ATPase pHluor	dFosB act	Rtt109 Vps75	CDK5 inh
-2	-0.7	-6	.	COc1ccc(CCc2cc(OC)c(OC)c(OC)c2)cc1	4	-6	-2	4	4	-0.6
-4	-2.4	2	5	Cn1ccc(C(=O)Nc2ccc3c(c2)OCCO3)n1	2	19	2	6	-10	4.3
-4	-0.5	3	.	COc1ccc(C2NC(=O)CCC2[N+](=O)[O-])c(OC)c1 (stereo unspecified)	-7	3	4	1	0	-2.2
-3	-0.2	1	-2	COc1ccc(-c2ccc(=O)[nH]n2)cc1	-5	-6	5	-6	6	-0.1
0	0.3	2	8	COc1ccccc1CNC(=O)COC(=O)C12CC3CC(CC(O)(C3)C1)C2	-11	1	3	3	-6	-1.1
3	-0.8	2	3	O=C(NC1CCN(C(=S)NCc2ccco2)CC1)C1CCCCC1	-3	.	1	0	6	4.3
3	-0.8	3	6	Cc1ccccc1C(=O)NC(=S)Nc1ccc(Cc2ccncc2)cc1	-7	-2	2	-20	0	1.4
-4	.	0	-1	CN(C(=O)c1ccccn1)c1nnc(-c2cccnc2)s1	0	.	-1	-6	-7	-0.5
.	-1.4	4	7	COc1ccccc1OCC(=O)Nc1cc(C(F)(F)F)ccc1-n1cncn1	-3	0	-3	-6	-15	-2.9
3	-1.2	-2	-6	COc1ccc(CNC(=O)C[C@H]2C[C@H](C(=O)N3CCOCC3)[C@@]3(C)c4[nH]c5cc(-c6ccco6)ccc5c4CCN3C2=O)cc1OC	-5	-1	-3	-5	0	-0.2
1	-1.6	11	-1	O=C(NCCC(=O)N1CCC2(CC1)NCCc1[nH]cnc12)c1ccc(Br)cc1	-3	1	0	-1	-10	0.9
-1	0.4	-7	-9	CN1CCN(C(=O)c2ccccc2N(Cc2ccccc2)S(=O)(=O)c2ccccc2)CC1	3	0	-5	-3	5	3.4
.	-1.7	-3	-2	CCCN(CC(=O)Nc1ccccc1C)C(=O)COc1ccc2c(c1)CCC2	6	2	3	-12	-9	-4.6
-3	0.1	1	18	CCC(=O)NC(=S)Nc1ccc(N2CCOCC2)cc1	-5	6	-1	-3	-8	-0.9
-2	-2.4	-1	-3	COc1ccc(-c2noc(CN(C)C(=O)CCN3C(=O)[C@H]4CC=CC[C@H]4C3=O)n2)cc1	-6	2	-6	-6	13	-0.3
-5	-1.2	3	.	COc1ccccc1NC(=O)CCCCC(=O)Nc1ccccc1OC	-4	-1	8	4	-3	-0.3
-7	-5.8	-6	91*	CCCCn1cnc2sc(-c3ccccc3)cc2c1=O	6	.	5	4	3	-1.7
.	-3.6	2	1	CC(C)Oc1ccc(CSc2nnc3n(C)c(=O)c4c5c(sc4n23)CCCC5)cc1	4	.	0	1	-15	0.4
-3	-1.0	7	-5	NC(=O)CC(NC(=O)Cc1ccc(Br)cc1)c1ccc(NCCc2ccc(F)cc2)c([N+](=O)[O-])c1 (stereo unspecified)	8	-5	3	-11	-1	-1.0
-6	-0.1	5	20	CCOc1ccc(NC(=O)CCC(=O)NNC(=O)COc2ccc(C)cc2Br)cc1	-2	15	1	-4	0	-3.2
1	-2.0	11	-1	CC(=O)c1cccc(NC(=O)C2C(c3ccccc3)C2(Cl)Cl)c1 (stereo unspecified)	8	-2	-3	-9	.	-0.4
.	-0.2	-9	-94	O=C(C(Br)=Cc1ccccc1)c1ccccc1	20	-25	3	1	6	1.3
-3	0.2	-1	0	CC(NCC(=O)Nc1cc(S(=O)(=O)N2CCOCC2)ccc1Cl)c1ccc(Cl)cc1Cl (stereo unspecified)	6	-8	4	-4	4	0.9
45*	-5.5	0	-4	CCOc1ccc(N2CC(C(=O)Nc3cccc(S(=O)(=O)NC4=NCCC4)c3)CC2=O)cc1 (stereo unspecified)	-3	22	-5	4	-3	1.9
-2	-0.7	-3	15	Nc1nnc(CSCc2ccc(Cl)cc2)s1	4	.	3	6	3	2.0
-4	-2.0	-5	-15	COc1ccc(S(=O)(=O)N2CCC(C(=O)NC3CC3)CC2)cc1C	6	-2	3	-5	-9	-1.0
-3	-0.9	-3	.	CC(c1ccccc1)C1CC(=O)N(C2CCCCC2)C1=O (stereo unspecified)	1	.	-3	-9	7	0.2
-2	-2.0	8	5	Cc1ccc(S(=O)(=O)NCCCCC(NC(=O)OC(C)(C)C)C(=O)O)cc1 (stereo unspecified) (tested in a mixture with another compound)	2	.	-1	1	6	-2.7
-3	-2.3	1	14	O=C(c1n[nH]c2ccccc12)N1CCN(S(=O)(=O)c2ccccc2)CC1	4	-3	-3	-2	-2	0.3
1	-0.1	4	0	Cc1csc2nc(CNS(=O)(=O)N(C)C)cn12	-5	0	0	3	1	-1.2
.	-0.5	5	-9	O=C(NCCCO)C(=O)c1c(-c2ccccc2)cc2ccccn12	2	-1	1	5	7	0.0
-2	-2.5	6	-4	O=C(COc1ccccc1[N+](=O)[O-])N1CCN(S(=O)(=O)c2ccccc2)CC1	1	-2	1	1	15	0.4
0	-0.4	0	-5	Clc1ccc(C(c2nnnn2C2CCCCC2)N(Cc2cccnc2)Cc2ccco2)cc1 (stereo unspecified)	11	.	2	-9	-2	2.6
-1	-0.1	-5	16	O=C(O)CCNS(=O)(=O)c1cccc2nsnc12	-6	2	1	2	-4	0.2
-6	-0.7	-1	-11	COc1ccccc1-c1nc2ccccc2nc1-c1ccccc1	-7	.	-4	-8	-8	1.6
-3	-1.4	-1	23	COc1ccc(-c2cc3c(=O)n(CC(=O)N4CCCC4)ncn3n2)cc1	-2	-2	1	0	-4	.
.	-1.7	-2	-5	O=c1[nH]c2cc3c(cc2cc1C(c1nnnn1CC1CCCO1)N1CCCCCC1)OCCO3 (stereo unspecified)	-3	.	-1	-12	5	-1.0
1	-0.4	-2	7	COC(=O)c1cc(S(=O)(=O)NCc2cccc(OC)c2)cn1C	-7	1	3	1	-20	-0.3
0	-1.3	2	0	COc1cc(/C=N/NC(=O)C2c3ccccc3Oc3ccccc32)ccc1O	2	.	8	13	8	0.7
-1	-1.2	-4	4	CSc1ccc(S(=O)(=O)NCC(=O)OCC(=O)NCc2ccco2)cc1[N+](=O)[O-]	3	0	3	0	-3	-0.6
-4	-1.2	1	15	COC(=O)CN1CC(=O)N(c2ccccc2)C1=S	0	-3	0	-9	2	-0.8
-2	-2.7	2	4	CS(=O)(=O)N1CCC(C(=O)N2CCc3ccccc3C2)CC1	1	.	0	-1	-11	0.9
0	0.1	-5	-6	COc1ncnc2c1NC(=O)CS2	-14	.	1	-2	3	-1.6
.	-0.7	3	-19	CCOc1ccc(CC(=O)OCn2nnc3ccccc3c2=O)cc1	-2	0	-3	-3	4	0.3
.	-0.4	-1	.	Cn1cnnc1SCC(=O)n1c2ccccc2c2ccccc21	12	.	-2	-38	-6	-0.3
4	-1.1	-3	-41	CCOC(=O)c1c(CSc2nc(C)cc(C)c2C#N)n(C)c2cc(Br)c(OC(C)=O)cc12	1	0	-2	-5	3	2.5
-2	0.1	0	4	COC(=O)c1c(C)noc1-c1cc(C)on1	-3	.	-2	-1	-6	-1.5
-4	-4.3	-4	.	CCOC(=O)C1=C(C)N=c2s/c(=C3/C(=O)Nc4ccccc43)c(=O)n2C1c1ccc(C)cc1 (stereo unspecified)	0	-4	2	-5	.	-0.9
-1	-0.2	-2	.	CCOC(=O)c1c(C)[nH]c(C(=O)COC(=O)C23CC4CC(CC(Cl)(C4)C2)C3)c1C	-15	.	-3	-4	23	0.5
7	.	7	.	CS(=O)(=O)CCC(C(=O)N1CCOCC1)N1C(=O)c2cc(Cl)c(Cl)cc2C1=O (stereo unspecified)	4	0	0	-4	4	-5.9

# (further entries)
CAL PDZ FP-1	CAL PDZ FP-2	RTF Ca sens act	MITF act	SMILES	Tat transport	Wnt bcat act	V-ATPase pHluor	dFosB act	Rtt109 Vps75	CDK5 inh
-1	-0.6	-4	7	COc1ccccc1NC(=O)N1CCC(c2nnc(SCC(N)=O)n2C)CC1	-6	-4	1	-1	3	0.6
-2	.	1	7	O=C(Nc1cnn(Cc2ccc(F)cc2)c1)c1cnccn1	-3	.	1	-1	13	-1.3
.	-0.6	11	-4	CC(C)Nc1nc2n(c(=O)n1)CCN2C(C)C	5	.	1	3	-5	-4.6
.	-0.7	-1	-2	COc1cc(OC)cc(C(=O)NNC(=O)C2CCCC2)c1	-5	-2	0	-8	6	0.0
8	-2.8	-3	9	O=C(O)CCC(=O)NNc1nc2ccccc2nc1-c1ccccc1	1	2	3	-1	-2	-0.1
.	-0.9	-7	.	N#Cc1c(NC(=O)c2cc(-n3cnnc3)ccc2Cl)sc2c1CCCC2	-5	0	2	5	16	0.5
-3	-0.4	-3	.	O=C(Nc1cccc(NC(=O)c2cc([N+](=O)[O-])ccc2Cl)n1)c1cc([N+](=O)[O-])ccc1Cl	-14	.	-7	10	9	-1.5
-4	-6.0	5	-4	Cc1cc(Br)c(S(=O)(=O)n2nnc3ccccc32)cc1C	-3	.	-6	-8	0	-1.6
-1	-3.3	-5	47	COc1ccc(CCNC(=O)c2ccc3c(c2)OCO3)cc1	3	-4	0	-1	-2	0.0
3	-3.6	3	10	CC(C)NC(=O)c1ccc(N2CCOCC2)nc1	-7	4	2	0	-2	-2.5

# Brought forward from above: 3 compounds, followed by the next part.
CAL PDZ FP-1	CAL PDZ FP-2	RTF Ca sens act	MITF act	SMILES	Tat transport	Wnt bcat act	V-ATPase pHluor	dFosB act	Rtt109 Vps75	CDK5 inh
-4	-6.0	5	-4	Cc1cc(Br)c(S(=O)(=O)n2nnc3ccccc32)cc1C	-3	.	-6	-8	0	-1.6
-1	-3.3	-5	47	COc1ccc(CCNC(=O)c2ccc3c(c2)OCO3)cc1	3	-4	0	-1	-2	0.0
3	-3.6	3	10	CC(C)NC(=O)c1ccc(N2CCOCC2)nc1	-7	4	2	0	-2	-2.5
3	1.0	3	2	Cc1ccc(C(=O)NCCc2cc3ccc(C)c(C)c3[nH]c2=O)cc1[N+](=O)[O-]	-4	-4	6	4	-5	0.6
5	-0.7	-2	-10	Cc1ccc(S(=O)(=O)C2(C(=O)N(C)C3CCCCC3)CC2)cc1	-8	1	-3	-8	5	-2.0
-2	1.1	5	13	O=S1(=O)CCN(Cc2ccc(Cl)cc2)CC1	-1	.	1	-5	1	-6.2
0	-1.1	3	2	CCc1ccc(OCC(=O)N2c3ccccc3CCc3ccccc32)cc1	5	-8	2	-11	0	-0.2
4	-0.6	.	-5	CCCCNC(=O)C1(NC(=O)Nc2ccc(C)cc2)CCCCC1	0	-1	-1	-2	-10	0.6

# Outcome played no part in choosing rows; 4.1% or so of the library scored in one or more.
